NS5 inhibitors = Dengue-2 NS5 methyltransferase inhibitors, primary screen, biochemical, confirmation dose response (AID 588689); hit rate 0.3% among 340,000; Genome polyprotein (Dengue virus type 2 (strain 16681-PDK53)); inhibition, % at 25 µM; hits with a dose series show IC50 in µM; Dengue-2 NS5 methyltransferase capping enzyme assay, biochemical; higher % means a stronger effect; in the data active = a potency from the dose series; inconclusive = inhibition above about 29% without an active follow-up result
SV40 large T antigen = SV40 large T antigen inhibitors, biochemical (AID 1903); hit rate 0.39% among 310,000; SV40 large T antigen ATPase/helicase inhibition assay; higher % means a stronger effect; inhibition, % at 20 µM, or IC50 in µM where a hit was titrated; in the data active = a potency from the dose series; inconclusive = inhibition mostly from about 32% at the one dose, without a potency; inactive = the rest, 99 in 100 with inhibition below about 32%; note: strong numbers were not always called active
Rac1 GTP hydrolysis = MgcRacGAP GTPase-activating activity inhibitors, confirmation, biochemical, ADP Hunter fluorescence. Rac GTPase-activating protein 1 (Homo sapiens). MgcRacGAP-stimulated Rac1 GTP hydrolysis, ADP Hunter fluorescence; higher % means a stronger effect; GST-tagged Rac1 F28L mutant substrate. inhibition, % at 30 µM, or IC50 in µM where a hit was titrated. hit rate 0.6% among 340,000;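 active = first-screen hits whose inhibition reached a set limit at any dose in the follow-up dose series; inconclusive = inhibition above the set first-screen limit but never retested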;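 note: fluorescence reports GDP produced by GAP-driven GTP hydrolysis; strong numbers were not always called active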
K1F lysis inhibition = inhibition of K1F phage lysis, E. coli UTI89, bacterial capsule biogenesis inhibitors, alamar blue (AID 488966); E. coli UTI89 K1F phage lysis, alamar blue, 2 h; higher % means a stronger effect; one-dose inhibition, % at 100 µM; IC50 in µM for titrated hits; hit rate 0.02% among 340,000;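 active = phage lysis inhibition, versus mean bacterial control, above a set limit; inconclusive = no clear call, values can overlap the other calls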;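 note: capsule biogenesis inhibitors block K1F phage lysis so surviving cells raise fluorescence; higher fluorescence means more inhibition of phage lysis; actives were called in the ten point dose series up to 300 µM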
SIAH1 antagonists = Siah-1 peptide-binding antagonists, primary screen, biochemical, fluorescence polarization, rhodamine-plectin, uHTS (AID 1817); hit rate 0.02% among 290,000; Siah-1 / rhodamine-plectin peptide fluorescence polarization; higher % means a stronger effect; E3 ubiquitin-protein ligase SIAH1 (Homo sapiens); displacement, % at 20 µM, or IC50 in µM where a hit was titrated;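 active = displacement of at least 50% at 20 µM, with a fluorescence ratio check between 0.3 and a set limit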;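 note: plate controls were Siah plus tracer with DMSO for no effect and tracer alone without Siah for full effect; strong numbers were not always called active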
AID2073 = inhibitors of Mint1-CaV2.2 protein interaction, biochemical, HTRF (AID 2073) | Voltage-dependent N-type calcium channel subunit alpha-1B (Homo sapiens) | HTRF protein-protein interaction, Mint1-CaV2.2; higher % means a stronger effect | inhibition, % at 20 µM, or IC50 in µM where a hit was titrated | hit rate 0.19% among 290,000; in the data active = inhibition mostly above about 51%, no sharp cut-off; inconclusive = no clear call, values can overlap the other calls; inactive = mostly below about 53%; note: some results filed as inactive read as strong as hits
West Nile antiviral = West Nile virus antiviral activity, cell-based, CPE readout (AID 1621); hit rate 0.02% among 290,000; one-dose CPE inhibition, % at 10 µM; IC50 in µM for titrated hits; West Nile virus-infected cells, CPE inhibition; higher % means a stronger effect; in the data active = a potency from the dose series; inconclusive = CPE inhibition mostly from about 3.7% at the one dose, without a potency; inactive = the rest, 99 in 100 with CPE inhibition below about 2.2%; note: strong numbers were not always called active
NTR1 agonist = agonists of NTR1, primary screen, imaging, U2OS cells, beta-arrestin-GFP, high content (AID 493036); Neurotensin receptor type 1 (Homo sapiens), P30989; NTR1-U2OS beta-arrestin-GFP spot imaging, agonist mode; activation, % at 20 µM; hit rate 0.17% among 330,000;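 active = activation at or above 40% of the spot to cytoplasm intensity ratio, with at least 20 cells analyzed; inconclusive = wells under 20 cells, flagged as cytotoxic or low count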;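 note: 0% = DMSO without peptide and 100% = 100 nM NTR1 peptide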
Target sequence (P30989 whole entry, looked up): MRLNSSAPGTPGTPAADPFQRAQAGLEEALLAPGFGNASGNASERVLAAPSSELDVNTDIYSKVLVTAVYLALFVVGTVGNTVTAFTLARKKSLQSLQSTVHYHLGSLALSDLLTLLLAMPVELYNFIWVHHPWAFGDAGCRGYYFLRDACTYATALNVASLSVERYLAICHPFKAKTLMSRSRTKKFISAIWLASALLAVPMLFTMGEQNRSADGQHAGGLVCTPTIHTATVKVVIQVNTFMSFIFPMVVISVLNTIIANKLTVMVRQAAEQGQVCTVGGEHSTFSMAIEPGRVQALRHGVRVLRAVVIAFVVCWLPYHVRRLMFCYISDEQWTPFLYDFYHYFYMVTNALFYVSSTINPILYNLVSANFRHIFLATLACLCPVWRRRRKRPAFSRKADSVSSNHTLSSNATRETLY
RSV CPE inhibition = RSV antiviral activity via CPE protection, HEp-2 cells, primary 10 µM value included (AID 2391). hit rate 0.13% among 310,000. CPE inhibition, % at 10 µM; hits with a dose series show IC50 in µM. HEp-2 cells, RSV-induced CPE inhibition; higher % means a stronger effect; in the data active = a potency from the dose series; inconclusive = CPE inhibition mostly from about 23% at the one dose, without a potency; inactive = the rest, 99 in 100 with CPE inhibition below about 21%; note: strong numbers were not always called active
NTR1 agonist cell count 20 µM = second read-out of NTR1 agonist, no call of its own (marks repeat the call); cell count; measured here: cell count, cytotoxicity flag
NS5 inhibitors pilot replicate = further read-out of NS5 inhibitors, marked with its call; inhibition, %; measured here: pilot screen replicate inhibition
* hit, by the source's call; ? = inconclusive; . = not tested or not shown; [ ] = remark or other dose.

SMILES	NS5 inhibitors	SV40 large T antigen	Rac1 GTP hydrolysis	K1F lysis inhibition	SIAH1 antagonists	AID2073	West Nile antiviral	NTR1 agonist	NTR1 agonist cell count 20 µM	RSV CPE inhibition	others
O=C(CN1C(=O)C2C3C=CC(C3)C2C1=O)Nc1ccc(S(=O)(=O)N2CCCCC2)cc1 (stereo not drawn)	4%	3%	14%	1.7%[50 µM]	-3%	15%	-0.8%	2.5	83	2.8%
CCS(CC)=NS(=O)(=O)c1ccc(NC(C)=O)cc1	-3%	1%	8%	0.3%	-4%	2%	0.4%	0.7	50	1.3%
O=C(N[C@H](Cc1cc(=O)[nH]c2ccccc12)C(=O)O)c1ccc(Cl)cc1	-5%	0%	8%	-0.3%[50 µM]	2%	31%	0.2%	-0.4	99	0.2%
CCn1c(SCC(=O)n2c(C)c(C)c3ccccc32)nnc1-c1ccco1	1%	-6%	2%	1.7%	6%	-11%	0.6%	6.1	93	3.9%
COc1ccc(C(=O)N2CCN(CCNC(=O)C(=O)Nc3ccc(F)cc3)CC2)cc1OC	1%	8%	6%	0.1%	5%	-7%	-0.8%	-1.0	42	0.2%
CC(=O)C1=C(C)N(CC2CC2)C(=O)N[C@H]1c1ccc(Br)cc1	-6%	4%	4%	-0.4%	-2%	1%	-0.7%	1.1	87	3.1%
O=C(c1ccccc1)N1CCOC12CCN(c1ncc(C(F)(F)F)cc1Cl)CC2	-4%	3%	13%	0.5%	4%	-3%	-0.4%	2.4	37	1.6%
CC(=O)c1cccc(S(=O)(=O)N2CCC(C(=O)NC3CCCC3)CC2)c1	0%	.	1%	0.2%[50 µM]	.	.	.	1.9	49	.
CCN(C(=O)CN1C(=O)NC(c2ccccc2)(c2ccccc2)C1=O)c1ccccc1	-10%	-2%	4%	0.4%	-4%	1%	-1.1%	2.0	41	1.3%
O=C1CCCC2=C1C(c1ccccc1)CC(=O)N2c1ccc(F)cc1F (stereo not drawn)	9%	6%	7%	-0.1%	4%	-2%	-0.4%	-1.0	70	1.4%
COc1ncccc1-c1nnn(-c2ccc(C)cc2)n1	-6%	2%	4%	0.6%	2%	6%	1.0%	-6.2	94	3.1%
CCCCC[C@@H]1C=C(C(=O)O)[C@H](c2ccc(Br)cc2)N1S(=O)(=O)c1ccc(C)cc1	25%	.	8%	0.0%	.	.	.	0.8	57	.	NS5 inhibitors pilot replicate=6.7
CN(C)c1cc[n+](CC[n+]2ccc(N(C)C)cc2)cc1	-3%	2%	7%	3.8%	.	.	.	-1.7	84	2.4%
C=CCOc1ccc(/C=C\c2nc(O)c([N+](=O)[O-])c(=O)[nH]2)cc1OC	1%	3%	12%	-0.1%	-3%	-13%	-0.3%	-0.4	56	2.1%
N#CC1=C(SCC(=O)NCc2ccccc2)NC(=O)CC1c1ccco1 (stereo not drawn)	4%	16%	4%	-0.5%	5%	14%	-0.8%	-0.2	87	1.7%
COc1ccc(C(=O)Nc2cc3c(cc2N2CCOCC2)n(C)c(=O)n3C)cc1OC	-2%	5%	3%	0.1%	3%	3%	1.3%	1.1	59	0.6%
CCCc1nc(N)c(C#N)c(N)c1C#N	3%	0%	8%	0.4%	10%	-2%	0.7%	2.6	37	8.7%
CNC(=O)Nc1cccc(C(F)(F)F)c1	3%	8%	7%	0.4%	8%	10%	-0.7%	2.6	79	0.9%
O=C(NC1CCCCC1)c1cccc2c1C(=O)c1ccc(N3CCCC3)cc1S2(=O)=O	?	.	3%	0.1%	.	.	.	0.7	56	.
CC1(C)OC(=O)N(c2ccccc2)C12C=Cc1c(ccc3ccccc13)O2 (stereo not drawn)	-4%	9%	11%	0.8%	-2%	-9%	-0.5%	5.8	59	?
Cc1cnnn1-c1ccc(C(=O)CCl)cc1	-2%	0%	10%	2.4%	1%	-17%	0.5%	-2.5	59	-1.9%
Cc1nc(NC(=O)CSc2nncs2)c(Cl)cc1Cl	-2%	-6%	-1%	0.4%	43%	?	-0.2%	0.5	59	6.8%
CCCCn1nnnc1SCC(=O)NC1CCCCC1	1%	-7%	12%	0.1%	0%	7%	0.4%	0.6	43	0.4%
CC1CN(C(=O)CCc2ccccc2)C(C)CN1C(=O)CCc1ccccc1 (stereo not drawn)	-4%	14%	10%	-0.1%	4%	-11%	-0.3%	-1.3	50	0.0%
c1ccc2c(-c3ccc(OCCN4CCCCC4)cc3)c(-c3ccsc3)sc2c1	-1%	.	1%	-0.4%	.	.	.	11	38	.

Following part:
SMILES	NS5 inhibitors	SV40 large T antigen	Rac1 GTP hydrolysis	K1F lysis inhibition	SIAH1 antagonists	AID2073	West Nile antiviral	NTR1 agonist	NTR1 agonist cell count 20 µM	RSV CPE inhibition	others
O=C(Nc1nc2ccccc2[nH]1)c1cccc(F)c1	-7%	-6%	5%	-0.1%	0%	8%	-0.4%	-0.2	45	-0.3%
N=c1c(C(=O)NCC2CCCO2)cc2c(=O)n3ccccc3nc2n1Cc1ccc(F)cc1 (stereo not drawn)	3%	12%	22%	0.1%	-2%	4%	-0.3%	1.2	61	0.4%
CCOc1ccc(NC(=O)CC2C(=O)N(c3ccccc3)C(=O)N2Cc2ccccn2)cc1 (stereo not drawn)	1%	4%	-1%	-0.5%	0%	11%	0.9%	-1.0	61	3.7%
CCOc1ccc(S(=O)(=O)NCCC(=O)NCC(c2cccs2)N(C)C)cc1 (stereo not drawn)	-2%	13%	9%	1.1%[50 µM]	.	.	.	-0.1	51	-1.8%
CC(C)OCC(O)CN1CCN(CCN2C(=O)c3cccc4cccc(c34)C2=O)CC1 (stereo not drawn)	-2%	4%	16%	0.3%	7%	3%	-0.3%	-0.9	50	-0.9%
O=C(Cn1cnc2ccccc2c1=O)OCC(=O)c1ccc2c(c1)OCCO2	-3%	5%	2%	1.1%	1%	-6%	1.3%	-0.4	87	1.4%
CCOC(=O)c1nn(-c2ccc(F)cc2)c2nc(CC(C)C)c(C#N)c(=O)n12	4%	10%	1%	0.1%	11%	8%	-1.1%	10	102	-0.9%	NS5 inhibitors pilot replicate=3.0
Cc1cc(C)c(C(=O)NCC2CCCO2)c(C)c1C(=O)NCC1CCCO1 (stereo not drawn)	-7%	8%	6%	0.3%	1%	-4%	-0.3%	1.7	91	1.1%
CC(NC(=O)C1CCN(c2nnc(N3CCCC3=O)s2)CC1)c1ccccc1 (stereo not drawn)	0%	0%	1%	0.3%	12%	-1%	-0.4%	-0.5	61	1.7%
Cc1cc(NC(=O)c2ccoc2C)ccc1Br	0%	.	2%	0.7%[50 µM]	.	.	.	-0.8	76	11%
COc1cc(C2NC(=O)NC(C)=C2C(C)=O)ccc1O (stereo not drawn)	5%	-5%	13%	1.9%[50 µM]	3%	17%	0.7%	-0.8	71	0.3%
CC(C)C(=O)NNC(=O)c1csc(CS(=O)(=O)c2ccc(Cl)cc2)n1	5%	9%	9%	3.9%	10%	-4%	0.0%	-0.9	53	-1.9%
Cc1ccc(C)c(S(=O)(=O)N2CCN(C(=O)CCc3c[nH]c4ccccc34)CC2)c1	-7%	.	5%	0.1%[50 µM]	.	.	.	2.2	95	-0.1%
CC1=CSC2=NS(=O)(=O)CCN12	-8%	25%	7%	-0.3%[50 µM]	-5%	-3%	-0.4%	0.9	61	0.6%
COc1ccc(C(C)=O)cc1CN1C(=O)NC2(CCCCCC2)C1=O	4%	5%	-1%	-0.9%	-1%	-1%	-0.2%	-0.4	72	4.0%	NS5 inhibitors pilot replicate=0.6
Cc1cc(N2CCN(S(=O)(=O)c3ccc(Cl)c(Cl)c3)CC2)c2ccccc2n1	-12%	14%	11%	0.2%	-5%	0%	-1.3%	17	48	9.4%
Cc1ccc(Nc2nc3ccc(Cl)cc3n3cnnc23)cc1F	-3%	5%	9%	0.2%	-3%	34%	-1.2%	10	44	4.6%
O=[N+]([O-])c1ccc(/C=N/n2c(COc3ccccc3)n[nH]c2=S)cc1	25%	16%	9%	0.0%	0%	-30%	1.5%	2.8	83	1.0%
COc1ccc(CN=C2NN=C(c3cccc(OC)c3)CS2)cc1	-8%	16%	13%	-0.1%	1%	-4%	-1.1%	1.9	59	0.3%
CC(C)C[C@H](NC(=O)N1CC(=O)Nc2ccccc21)C(=O)N[C@@H](Cc1ccccc1)C(=O)O	-1%	17%	2%	4.6%	2%	3%	0.1%	0.7	101	.

Arranged by SMILES length (ascending): part of the list above
SMILES	NS5 inhibitors	SV40 large T antigen	Rac1 GTP hydrolysis	K1F lysis inhibition	SIAH1 antagonists	AID2073	West Nile antiviral	NTR1 agonist	NTR1 agonist cell count 20 µM	RSV CPE inhibition	others
O=C(Nc1nc2ccccc2[nH]1)c1cccc(F)c1	-7%	-6%	5%	-0.1%	0%	8%	-0.4%	-0.2	45	-0.3%
COc1cc(C2NC(=O)NC(C)=C2C(C)=O)ccc1O (stereo not drawn)	5%	-5%	13%	1.9%[50 µM]	3%	17%	0.7%	-0.8	71	0.3%
Cc1ccc(Nc2nc3ccc(Cl)cc3n3cnnc23)cc1F	-3%	5%	9%	0.2%	-3%	34%	-1.2%	10	44	4.6%
COc1ccc(CN=C2NN=C(c3cccc(OC)c3)CS2)cc1	-8%	16%	13%	-0.1%	1%	-4%	-1.1%	1.9	59	0.3%
CCOc1ccc(S(=O)(=O)NCCC(=O)NCC(c2cccs2)N(C)C)cc1 (stereo not drawn)	-2%	13%	9%	1.1%[50 µM]	.	.	.	-0.1	51	-1.8%
CC(C)OCC(O)CN1CCN(CCN2C(=O)c3cccc4cccc(c34)C2=O)CC1 (stereo not drawn)	-2%	4%	16%	0.3%	7%	3%	-0.3%	-0.9	50	-0.9%
Cc1cc(N2CCN(S(=O)(=O)c3ccc(Cl)c(Cl)c3)CC2)c2ccccc2n1	-12%	14%	11%	0.2%	-5%	0%	-1.3%	17	48	9.4%
N=c1c(C(=O)NCC2CCCO2)cc2c(=O)n3ccccc3nc2n1Cc1ccc(F)cc1 (stereo not drawn)	3%	12%	22%	0.1%	-2%	4%	-0.3%	1.2	61	0.4%
CC(C)C[C@H](NC(=O)N1CC(=O)Nc2ccccc21)C(=O)N[C@@H](Cc1ccccc1)C(=O)O	-1%	17%	2%	4.6%	2%	3%	0.1%	0.7	101	.

Compound activity: PubChem, several laboratories
